Screens as filed in PubChem BioAssay.
D2 PAM – D2 dopamine receptor (human) potentiation. P14416. HEK293 T-REx D2, calcium flux, EC20 dopamine potentiation. potentiation, % at 10 µM. actives 0.34% (n = 340,000). AID 485347;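 active = potentiation over 3 SD above the plate norm, cut at about 30% in these data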; note: 0% is about no effect
Target sequence (P14416 whole entry, looked up): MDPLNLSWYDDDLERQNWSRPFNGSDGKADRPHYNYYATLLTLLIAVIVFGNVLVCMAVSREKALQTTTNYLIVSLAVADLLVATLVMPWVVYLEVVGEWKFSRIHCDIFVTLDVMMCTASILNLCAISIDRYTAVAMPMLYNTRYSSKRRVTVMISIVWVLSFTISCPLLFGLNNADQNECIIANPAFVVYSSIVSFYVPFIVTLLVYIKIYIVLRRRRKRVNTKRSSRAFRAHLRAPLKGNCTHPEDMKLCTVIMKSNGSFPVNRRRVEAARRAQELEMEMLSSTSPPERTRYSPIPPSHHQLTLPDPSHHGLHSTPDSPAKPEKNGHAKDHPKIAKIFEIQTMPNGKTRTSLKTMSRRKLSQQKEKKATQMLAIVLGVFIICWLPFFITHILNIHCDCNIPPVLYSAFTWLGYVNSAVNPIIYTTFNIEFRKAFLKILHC
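Potentiation of an EC20 dopamine calcium response measured kinetically over 180 s, after a preceding 180 s compound-only read flagging agonists. Cells: inducible Hek293 Trex D2 line, 4000/well, cultured overnight at 30 C before dye loading.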
D1 agonist – agonists of human D1 dopamine receptor. HEK293 T-REx D1 cells, calcium flux, agonist mode. activation, % at 2 µM. actives 1% (n = 360,000); in the data active = activation above about 30%; note: 0% is about no effect
Target sequence (P21728 whole entry, looked up): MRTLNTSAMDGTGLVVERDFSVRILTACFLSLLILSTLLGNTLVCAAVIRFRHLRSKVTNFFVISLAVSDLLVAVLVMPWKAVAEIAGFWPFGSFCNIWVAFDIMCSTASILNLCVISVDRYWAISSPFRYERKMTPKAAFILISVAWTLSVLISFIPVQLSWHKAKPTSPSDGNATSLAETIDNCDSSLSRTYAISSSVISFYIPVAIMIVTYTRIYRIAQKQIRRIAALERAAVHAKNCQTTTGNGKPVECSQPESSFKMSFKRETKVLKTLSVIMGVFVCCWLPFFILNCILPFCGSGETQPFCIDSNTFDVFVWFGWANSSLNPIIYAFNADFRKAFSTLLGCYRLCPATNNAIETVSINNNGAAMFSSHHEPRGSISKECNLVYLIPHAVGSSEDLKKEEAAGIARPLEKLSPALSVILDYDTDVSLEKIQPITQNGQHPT
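Tetracycline-induced HEK293 TREx D1 cells, force-coupled to calcium signalling, were dye-loaded with a no-wash calcium kit. Compound was pin-added after a 10 s baseline. Fluorescence was read kinetically at 1 cycle/s for 180 s, with calcium rises flagged as agonism.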
Glioma ERSR ind – induces the endoplasmic reticulum stress response in human glioma cells. U87-MG GRP78 promoter luciferase reporter, 16 h. Potency, µM, inactives show at the top dose activation, most hits filed as activators. actives 0.02% (n = 420,000). AID 602332; note: potency is the fitted concentration of half-maximal effect; series mostly up to about 76 µM; % of control where 0% means no effect; nearly all actives have a fitted effect of over 35% in size
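Stably transfected U87-MG glioma cells carrying a GRP78-based luciferase sensor; 16 h compound incubation. Luminescence end-point read 10 min after Bright-Glo addition at room temperature.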
D1 antag – antagonists of human D1 dopamine receptor. P21728. HEK293 TREx D1 cells, calcium flux, dopamine EC80; hits give low values. activity change, negative = inhibition, % at 10 µM. actives 3.2% (n = 360,000). AID 504652; in the data active = activity change below about -30%; note: % is set by controls: 0 for no effect and ±100 for the full control effect
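Allosteric or orthosteric antagonism assessed as attenuation of the calcium response to EC80 dopamine, added 180 s after compound, in induced HEK293 Trex D1 cells loaded with no-wash calcium dye.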
Vif-APOBEC3F blk – Vif-A3F binding inhibition; HeLa A3F-eYFP + Vif (tagged APOBEC3F with the HIV-1 protein that degrades it), YFP fluorescence increase; Potency, µM (doses to about 46.1 µM), for the others: at the top dose activity, negative = active; actives 0.2% (n = 390,000); note: potency is the fitted concentration of half-maximal effect; % of control where 0% means no effect; nearly all actives have a fitted effect of over 65% in size
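HeLa cells stably expressing A3F-eYFP plus Vif, plated and incubated overnight at 37 deg C, then exposed to compounds overnight at 37 deg C. Blocked degradation read as raised yellow fluorescence (Ex 488/Em 500-530).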
RXFP1 agonist – agonists of human relaxin receptor RXFP1; HEK293T-RXFP1 cAMP TR-FRET, 30 min; response scale: percent of porcine relaxin response, buffer zero; Potency, µM (titrated, usually from 57.5 µM), for inactives: at the top dose activation, usual class: activators; actives 0.3% (n = 370,000); AID 2676; note: potency is the fitted concentration of half-maximal effect; % is set by controls: 0 for no effect and ±100 for the full control effect; nearly all actives have a fitted effect of over 60% in size; many of its hits are not listed in these tables
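Agonist response is measured as cAMP accumulation in an RXFP1-transfected HEK293T line under PDE4 inhibition. Values are scaled between buffer-only and 29 nM porcine relaxin, and EC50s come from standard Hill equation fits.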
Vif-A3G inh – Vif-A3G binding inhibition; HeLa A3G-eYFP + Vif (tagged APOBEC3G with the HIV-1 protein that degrades it), YFP fluorescence, overnight; Potency, µM (series often up to 46.1 µM), for the others: top-dose activity, negative = active, hits mostly inhibitors; actives 0.076% (n = 410,000);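 note: potency is the fitted concentration of half-maximal effect; % is set by controls: 0 for no effect and ±100 for the full control effect; nearly all actives have a fitted effect of over 60% in size; hits raise eYFP signal because A3G escapes Vif-driven loss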
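Read-out is eYFP fluorescence (Ex 488/Em 500-530) from Vif-expressing HeLa A3G-eYFP cells; more signal means A3G escaped Vif-mediated degradation. Cells plated overnight, compound pinned in, incubated overnight at 37 deg C.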
D1 potentiator – human D1 dopamine receptor positive modulation; P21728; potentiation, % at 10 µM; HEK293 TREx D1 cells, calcium flux, dopamine EC20 potentiation; actives 0.036% (n = 360,000); in the data active = potentiation above about 30%; note: 0% is about no effect
LDHA inh – blocks human lactate dehydrogenase A. activity change, % (values are at about 110 or 230 µM). purified LDHA, NADH/diaphorase-resazurin fluorescence; hits give low values. P00338. actives 0.15% (n = 480,000); in the data active = activity change below about -30%;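 note: plate controls were DMSO wells for no effect and wells without enzyme for full effect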
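Remaining NADH was detected by diaphorase (0.133 mg/mL) converting 37 µM resazurin to fluorescent resorufin, read at 0 and 20 minutes. The preceding 5-minute room-temperature reaction used 2 nM LDHA, 0.2 mM sodium pyruvate and 0.06 mM NADH at pH 7.4.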
Active calls of the source: *; . = no result given; & = joins results of further samples. Unless noted, calls come from the whole dose curve; as a rule, active = well fitted curve in the direction sought with a large enough effect; inconclusive = small, poorly fitted or top-dose-only effect, or another doubt; inactive = no such curve, though single readings can be large; an effect the other way counts as inactive or inconclusive. Only part of the results is shown; count on the stated rates, not on these rows.

Abbreviations – A = D2 PAM; B = D1 agonist; C = Glioma ERSR ind; D = D1 antag; E = Vif-APOBEC3F blk; F = RXFP1 agonist; G = Vif-A3G inh; H = D1 potentiator; I = LDHA inh
Cc1ccc(S(=O)(=O)N2CCCOC2CNC(=O)C(=O)NC2CCCC2)cc1 (stereo not drawn)
  A: -9.8	B: 2.5	C: 0.9%	D: -6.7	E: -5.4%	F: -2.1%	G: 1.0%	H: -2.1	I: -4.8
CCCCC(=O)N1CCc2cc(OC)c(OC)cc2C1COc1ccc(C(=O)OCC)cc1 (stereo not drawn)
  A: -2.0	B: 1.2	C: -5.6%	D: -13.6	E: 2.6%	F: 3.0%	G: -4.1%	H: -3.2	I: 1.7
CCOc1ccc2oc(C(=O)Nc3ccc(N4CCOCC4)cc3)c(C)c2c1
  A: .	B: 0.5	C: -2.7%	D: -5.7	E: -8.6%	F: 3.0%	G: 0.8%	H: -5.7	I: -2.4
O=C1c2ccccc2C(Nc2ccc3c(c2)OCCO3)N1c1ccccn1 (stereo not drawn)
  A: 9.5	B: -0.2	C: -2.9%	D: -0.9	E: 0.8%	F: -0.1%	G: -3.0%	H: -3.6	I: 0.9
CCN(CC(=O)NC(C)(C)C)Cc1nc2c(Br)cc(Br)cc2c(=O)[nH]1
  A: 12.6	B: 13.8	C: -4.5%	D: 11.5	E: -15.3%	F: 24.1%	G: -0.1%	H: -3.1	I: -5.8
Cc1ccc(CNC(=O)CSc2c(C)cnc3c2c(=O)n(C)c(=O)n3C)cc1
  A: 9.7	B: -1.6	C: -0.5%	D: .	E: -7.2%	F: -0.8%	G: -6.5%	H: -1.2	I: -0.3
CC(=O)N1CCn2c3c(c4cc(C)ccc42)CCCC31 (stereo not drawn)
  A: -5.8	B: 1.0	C: 2.8%	D: -15.0	E: -7.5%	F: 3.6%	G: -1.6%	H: -2.5	I: 1.6
COc1ccc(NC(=O)C(Cc2ccccc2)n2cccc2)c(OC)c1 (stereo not drawn)
  A: -1.5&6.0	B: -0.9&4.5	C: 1.7%&-2.0%	D: -5.0&13.5	E: -2.0%&-5.1%	F: -0.5%&-0.1%	G: -5.3%&1.0%	H: -4.2&-3.1	I: 0.1&-0.1
CCOc1ccc2nc(NC(=O)C3(C)CC3(Br)Br)sc2c1 (stereo not drawn)
  A: .	B: .	C: 4.6%	D: .	E: -3.3%	F: .	G: -8.8%	H: .	I: 1.9
CN1C(C(=O)NCc2ccco2)=CC(c2ccc(F)cc2)=NS1(=O)=O
  A: -2.2	B: 0.9	C: -5.5%	D: -10.4	E: -3.6%	F: 0.1%	G: 1.2%	H: -2.5	I: -5.7
COC(=O)N/N=C/c1cc(N=Nc2ccccc2Cl)ccc1O
  A: -1.6	B: 2.6	C: -1.6%	D: 0.1	E: -1.9%	F: 6.1%	G: 3.1%	H: -3.7	I: -6.4
CC1(C)Cc2ccccc2/C(=C/C(=O)N2CCCCCC2)N1
  A: 20.3	B: 9.9	C: 0.2%	D: -3.9	E: -0.9%	F: 3.5%	G: 0.8%	H: 4.2	I: -11.4
Cc1c(C(=O)NCCSCc2ccccc2Cl)cccc1[N+](=O)[O-]
  A: -0.2	B: 5.0	C: -5.9%	D: -13.5	E: 4.7%	F: 0.3%	G: 1.0%	H: -3.4	I: 4.5
Cc1ccc2c(CN3CCN(S(=O)(=O)c4ccc(Cl)cc4)CC3)cc(=O)oc2c1C
  A: 2.0	B: 6.5	C: -4.7%	D: -20.6	E: -5.0%	F: 0.3%	G: -4.9%	H: -3.6	I: -1.5
Cc1cc(C(=O)OC(C)C(=O)N2CCc3ccccc32)ccc1[N+](=O)[O-] (stereo not drawn)
  A: 2.7	B: 4.5	C: -2.8%	D: -13.2	E: 3.0%	F: 3.4%	G: 1.5%	H: -4.8	I: -2.4
Cc1cccc(Cc2cnc(NC(=O)C3=NCCN3)s2)c1
  A: 5.3	B: 4.2	C: -3.4%	D: -5.6	E: -16.8%	F: 3.2%	G: -12.6%	H: -4.4	I: 0.4
CC(C)(C)C(=O)CN1C(=O)NC2(CCCc3ccccc32)C1=O (stereo not drawn)
  A: -0.6	B: 2.2	C: -3.2%	D: -9.9	E: -7.3%	F: -2.9%	G: -1.5%	H: -2.0	I: -3.0
CC12CCC(C(=O)N(CCCCN3CCN(Cc4ccccc4)CC3)C1=O)C2(C)C (stereo not drawn)
  A: -23.5	B: 1.1	C: -3.8%	D: 2.0	E: -2.5%	F: 0.7%	G: 3.7%	H: -8.6	I: -16.6
CC(=O)c1cc(OC(=O)N2CCOCC2)ccc1OC(=O)N1CCOCC1
  A: -2.8	B: 1.4	C: -0.2%	D: -14.3	E: 0.3%	F: -1.1%	G: 1.8%	H: 1.4	I: -4.4
Cc1ccc(NC(=O)COc2ccccc2C#N)cc1S(=O)(=O)N1CCCCCC1
  A: 8.2	B: 1.6	C: -1.9%	D: 9.4	E: 2.9%	F: 1.9%	G: 4.8%	H: -5.2	I: 0.8
O=C(Nc1ccc(Cl)c(Cl)c1)C1CCN(C(=O)c2ccco2)CC1
  A: 18.0	B: 40.8*	C: -1.4%	D: 2.3	E: -17.3%	F: 0.1%	G: -2.1%	H: -18.1	I: -5.9
COc1ccc(C(=O)OCC(=O)NCC2CCCO2)c(F)c1 (stereo not drawn)
  A: -0.2	B: 0.9	C: -2.7%	D: 1.3	E: -18.5%	F: 0.2%	G: 0.7%	H: -5.1	I: -2.7
CCn1c(CC(=O)Nc2ccccc2F)nnc1SCC(=O)NC1CCCCC1
  A: -0.8	B: 2.1	C: -2.2%	D: 7.3	E: 2.7%	F: 3.0%	G: -12.7%	H: .	I: 0.5
CCOc1ccccc1C(=O)Nc1nc2c(s1)CC(C)CC2 (stereo not drawn)
  A: -7.4	B: 1.5	C: 1.2%	D: 8.2	E: -11.0%	F: 9.3%	G: -4.0%	H: 0.9	I: -1.5
CC(=O)c1c(C)[nH]c(C(=O)NCC2CCCCC2)c1C
  A: -11.0	B: 5.3	C: 4.7%	D: 4.6	E: 3.2%	F: -3.2%	G: 2.1%	H: -6.8	I: -1.2

Taken from the results shown, 11 compounds:
Abbreviations – A = D2 PAM; B = D1 agonist; C = Glioma ERSR ind; D = D1 antag; E = Vif-APOBEC3F blk; F = RXFP1 agonist; G = Vif-A3G inh; H = D1 potentiator; I = LDHA inh
Cc1ccc(S(=O)(=O)N2CCCOC2CNC(=O)C(=O)NC2CCCC2)cc1 (stereo not drawn)
  A: -9.8	B: 2.5	C: 0.9%	D: -6.7	E: -5.4%	F: -2.1%	G: 1.0%	H: -2.1	I: -4.8
CCCCC(=O)N1CCc2cc(OC)c(OC)cc2C1COc1ccc(C(=O)OCC)cc1 (stereo not drawn)
  A: -2.0	B: 1.2	C: -5.6%	D: -13.6	E: 2.6%	F: 3.0%	G: -4.1%	H: -3.2	I: 1.7
CCOc1ccc2oc(C(=O)Nc3ccc(N4CCOCC4)cc3)c(C)c2c1
  A: .	B: 0.5	C: -2.7%	D: -5.7	E: -8.6%	F: 3.0%	G: 0.8%	H: -5.7	I: -2.4
O=C1c2ccccc2C(Nc2ccc3c(c2)OCCO3)N1c1ccccn1 (stereo not drawn)
  A: 9.5	B: -0.2	C: -2.9%	D: -0.9	E: 0.8%	F: -0.1%	G: -3.0%	H: -3.6	I: 0.9
CCN(CC(=O)NC(C)(C)C)Cc1nc2c(Br)cc(Br)cc2c(=O)[nH]1
  A: 12.6	B: 13.8	C: -4.5%	D: 11.5	E: -15.3%	F: 24.1%	G: -0.1%	H: -3.1	I: -5.8
Cc1ccc(CNC(=O)CSc2c(C)cnc3c2c(=O)n(C)c(=O)n3C)cc1
  A: 9.7	B: -1.6	C: -0.5%	D: .	E: -7.2%	F: -0.8%	G: -6.5%	H: -1.2	I: -0.3
CC(=O)N1CCn2c3c(c4cc(C)ccc42)CCCC31 (stereo not drawn)
  A: -5.8	B: 1.0	C: 2.8%	D: -15.0	E: -7.5%	F: 3.6%	G: -1.6%	H: -2.5	I: 1.6
COc1ccc(NC(=O)C(Cc2ccccc2)n2cccc2)c(OC)c1 (stereo not drawn)
  A: -1.5&6.0	B: -0.9&4.5	C: 1.7%&-2.0%	D: -5.0&13.5	E: -2.0%&-5.1%	F: -0.5%&-0.1%	G: -5.3%&1.0%	H: -4.2&-3.1	I: 0.1&-0.1
CCOc1ccc2nc(NC(=O)C3(C)CC3(Br)Br)sc2c1 (stereo not drawn)
  A: .	B: .	C: 4.6%	D: .	E: -3.3%	F: .	G: -8.8%	H: .	I: 1.9
CN1C(C(=O)NCc2ccco2)=CC(c2ccc(F)cc2)=NS1(=O)=O
  A: -2.2	B: 0.9	C: -5.5%	D: -10.4	E: -3.6%	F: 0.1%	G: 1.2%	H: -2.5	I: -5.7
COC(=O)N/N=C/c1cc(N=Nc2ccccc2Cl)ccc1O
  A: -1.6	B: 2.6	C: -1.6%	D: 0.1	E: -1.9%	F: 6.1%	G: 3.1%	H: -3.7	I: -6.4
